# From PubChem BioAssay
# HSP90 inh: blocks HSP90-mediated luciferase refolding in reticulocyte lysate; AID 1789; Rabbit reticulocyte lysate, luciferase refolding luminescence, 3 h; inhibition, % at 5.6 µM; 290,000 compounds, 0.91% hits;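 active = inhibition above the screen-wide mean plus 3 SD, computed separately per campaign, cut at about 16% in these data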;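 also: 0% = DMSO wells and 100% = 60 µM geldanamycin wells; inhibitors lower the luminescence because luciferase stays unfolded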
# IEC-6 cytotox: IEC-6 cytotoxicity, counter-screen for KLF5 inhibitors. inhibition, % at 5 µM. 290,000 compounds, 0.78% hits. luminescence viability; in the data active = inhibition above about 22%;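 also: 0% = plate median of test compound wells and 100% = cytotoxic reference compound wells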
# SKKanGAS inh: inhibitors of SKKanGAS S. pyogenes growth in kanamycin (SK-promoter or general growth effect); BacTiter-Glo, 6 h; inhibition, % at 7.5 µM; 300,000 compounds, 1.3% hits; AID 1662;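 active = mean replicate score, as percent of positive control median, at least 50; inconclusive = mean below 50 but one replicate at or above 50; inactive = mean and every replicate below 50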;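 also: strain carries kanamycin resistance gene driven by streptokinase promoter and grows in 40 µg/ml kanamycin; loss of luminescence reflects streptokinase promoter inhibition or plain growth inhibition; 0% = median of DMSO wells and 100% = positive control at its reference dose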
# KLF5 inhibitor: inhibitors of KLF5 expression; DLD-1 KLF5 promoter-luciferase reporter, luminescence; inhibition, % at 5 µM; 290,000 compounds, 0.23% hits; AID 1700;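 active = inhibition above a per-plate limit of that plate's mean compound inhibition plus 3 SD, cut at about 60% in these data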;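 also: 0% = DMSO wells and 100% = LY294002 at 200 µM; higher means less KLF5 promoter-driven luciferase light; inactives centre near -14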
# HSF1 inhib: HSF1 inhibition; NIH3T3-HGL HSE-luciferase, MG132-induced, luminescence 8 h; stronger effect = lower value; activity change, negative = inhibition, % at 7.5 µM (by protocol); 300,000 compounds, 0.77% hits; AID 2098;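 active = more than half of replicate wells show activity change below -50%, luminescence cut by over half; inconclusive = some wells, but at most half, below -50%; inactive = no replicate well below -50%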;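 also: luciferase reports HSF-1 transcriptional activity via heat shock element; 0% = median of DMSO wells and -100% = zero luminescence signal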
# HSF1 activator: increases HSF-1 driven luciferase reporter signal; 300,000 compounds, 1.7% hits; NIH3T3-HGL HSF-1 luciferase reporter, MG132, 8 h; 100% = twice DMSO control signal; activation, % at 9 µM; AID 504408;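 active = mean replicate activation of at least 50% with a set share of replicates each reaching 50%; inconclusive = only one of those two conditions met; inactive = mean below 50% and too few replicates reaching it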;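 also: 0% = median of the neutral control wells and 100% = twice that signal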
# AI-2 QS mod: Vibrio harveyi AI-2 quorum sensing modulation | activity change, % at 7.5 µM | AID 2094 | Vibrio harveyi JMH597 AI-2 luminescence/OD600 ratio, 9 h; stronger effect = lower value; strain lacks LuxN and CqsS sensors; 0 = neutral-control median | 300,000 compounds, 0.4% hits; in the data active = activity change below about -75%, passing the limit was not always enough; inconclusive = no clear call, values can overlap the other calls;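 also: luminescence divided by OD600 gain over 9 h not by final OD600 alone; inactives centre near 13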
# Platelet DG rel: platelet dense granule release activity. 300,000 compounds, 0.22% hits. inhibition, %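 (compounds screened at 7.5 µM in platelet-rich plasma)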. human platelet-rich plasma, SFLLRN dense granule ATP release, luminescence;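 active = mean replicate score, as percent of positive control, at or above 50; inconclusive = mean below 50 but at least one replicate at or above 50; inactive = mean and every replicate below 50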
# aSyn 5UTR inh: MLPCN primary screen, SNCA 5' untranslated region; alpha-synuclein 5'UTR reporter, inhibitor activity; inhibition, % (tested at 7.5 µM); 300,000 compounds, 0.82% hits; AID 1813; in the data active = inhibition above about 60%; inconclusive = no clear call, values can overlap the other calls;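 also: H4 neuroglioblastoma cells stably carrying SNCA 5'UTR luciferase fusion; 0% = DMSO wells and 100% = positive control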
# HIF activator: HIF pathway transcriptional activation; U2OS HRE-luciferase reporter, luminescence; normalized: DMSO 0%, desferrioxamine 100%; 300,000 compounds, 0.32% hits; activation, % at 7.5 µM (by protocol); AID 1910;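 active = mean activation of at least 10% of the iron chelator positive control signal, with at least half of replicates also reaching 10%; inconclusive = mean and replicate majority disagree about reaching 10%; inactive = mean and most replicates under 10%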
# Active calls of the source: *; ? = inconclusive; · = no result given.
SMILES,HSP90 inh,IEC-6 cytotox,SKKanGAS inh,KLF5 inhibitor,HSF1 inhib,HSF1 activator,AI-2 QS mod,Platelet DG rel,aSyn 5UTR inh,HIF activator
COCCCn1c(N)c(-c2nc3ccccc3n2C)c2nc3ccccc3nc21,8,0,9,-24,1,16,5,4,15,-0.3
O=C(Cn1cnc2ccccc2c1=O)c1ccccc1,-1,-1,7,-29,6,11,9,-2,-80,1.1
Cc1ccc(/C=C/C(=O)NCc2ccco2)o1,-4,0,1,-57,-3,-8,10,-14,0,0.0
Clc1ccc(Cn2ccc(-c3ccc4c(c3)OCO4)n2)cc1Cl,0,-1,42,-24,12,25,-53,-3,-33,-0.3
O=C(Nc1ccccc1N1CCCC1)c1ccco1,3,0,20,0,-2,4,·,-9,-6,0.3
Cc1ccc(/C=N/c2sc3c(c2C#N)CCC3)s1,-2,0,7,-9,-3,-9,14,10,-146,1.6
CCOC(=O)C1=C(COC(=O)c2cccs2)NC(=O)NC1C (stereo unspecified),·,·,-1,·,5,2,40,9,10,-0.1
CCc1cc2c(N[C@@H](Cc3ccccc3)C(=O)O)ncnc2s1,-1,-1,-1,-7,3,7,7,6,-6,-1.0
Cc1cccc(-c2ocnc2C(=O)Nc2ccccc2C(=O)N2CCCC2)c1,-4,5,0,-26,3,9,10,3,9,0.1
O=C(Cc1ccccc1F)Nc1ccc(Cl)nc1,0,-3,9,-38,6,-3,1,7,-15,0.3
Cc1c(Cc2ccccc2)c(=O)n2c([nH]c3ccccc32)c1C#N,-1,6,16,-3,-7,-5,17,1,27,0.4
COc1ccc(CCNC(=O)CSc2ccccn2)cc1OC,0,-2,-1,-12,1,2,·,1,2,-0.3
CCC(C(=O)NCC1CCCO1)N(C(=O)c1snc(C(N)=O)c1N)c1ccc(Cl)cc1 (stereo unspecified),-2,-4,4,13,23,41,-1,-3,-17,-4.6
Fc1ccccc1/C=N/Nc1nc(N2CCCCC2)nc(N2CCCCC2)n1,-1,1,11,4,0,-3,-2,-3,-30,-0.1
CCc1nnc(NC(=O)c2ccc3c(c2)C(=O)N(CC(C)C)C3=O)s1,-3,-8,3,0,4,13,5,-4,-88,0.9
O=C1CN(C(=O)COc2c(F)c(F)cc(F)c2F)c2ccccc2N1,-3,-2,-3,-5,0,0,24,-7,6,-0.5
N#C/C(=C\c1c(Oc2ccc(Cl)cc2)nc2ccccn2c1=O)C(=O)NC1CCS(=O)(=O)C1 (stereo unspecified),4,4,2,-10,25,37,-5,38,-6,-0.3
Cc1ccc(OCCOc2cccc(/C=N/NC(N)=O)c2)cc1,2,4,-1,-99,16,37,5,-6,-44,1.4
COc1ccc(-n2cc(CNCCc3ncc(C)[nH]3)c(-c3ccccc3Cl)n2)cc1,2,1,8,-49,-11,2,29,4,-41,0.3
CCC(C)c1ccccc1OCCOCCN1CCCC1 (stereo unspecified),0,-4,-6,-2,-6,-3,23,12,-33,-0.5
O=C(CNS(=O)(=O)c1ccc(F)cc1)Nc1ccccc1,2,2,0,-33,-8,-12,14,-2,-16,0.1
CCOC(=O)C1=C(C)NC(=S)NC1c1ccc(-c2cccc(Cl)c2C)o1 (stereo unspecified),4,0,10,-5,9,24,12,-5,36,-0.6
CC1(C)C2CCC13CS(=O)(=O)N[C@@H]3C2 (stereo partly specified),0,-4,-1,11,0,-20,30,-2,7,-0.1
O=c1c(Cl)c(N2CCN(S(=O)(=O)c3ccc(F)cc3)CC2)cnn1-c1cccc(Cl)c1,-1,-1,-3,26,-12,-6,13,-4,-9,-0.2
Cc1ccc(S(=O)(=O)N/N=C/c2cc([N+](=O)[O-])ccc2O)cc1[N+](=O)[O-],-3,-2,5,-5,-1,-6,10,6,-5,-0.4
O=C(O)/C(=C\c1ccc(Cl)c([N+](=O)[O-])c1)c1ccc(S(=O)(=O)N2CCCCC2)s1,-3,-10,17,-8,5,0,0,-9,-14,-1.4
Cc1ccc(NC(=O)CCSc2ccccc2)c(C)c1,3,-4,-3,-90,4,18,13,2,-46,2.6
CN(C(=O)c1ccccc1C(=O)OCC(=O)Nc1ccc(S(N)(=O)=O)cc1)c1ccccc1,·,·,-3,·,-79*,-83,6,16,-17,-0.6
CC1=CCC2C(=O)N(c3nc4ccccc4n3C)C(=O)C2C1 (stereo unspecified),3,6,-9,2,2,-3,5,-6,-24,-0.1
CCCCNc1c([N+](=O)[O-])ncn1C,-2,-3,3,-10,3,14,18,-8,-12,-0.7
O=C(NCC1CCN(C(=O)c2c(F)c(F)c(F)c(F)c2F)CC1)c1c(F)c(F)c(F)c(F)c1F,-8,-4,1,-12,-3,2,14,-2,5,-0.2
COC(=O)C1=CNC=C(C(=O)OC)C1c1ccc(C(=O)OC)cc1,3,0,5,-14,-1,10,2,1,-15,0.6
COCCNC(=O)/C(C#N)=C1\N=C(N)c2ccccc21,0,-2,-2,-10,-15,-6,57,2,20,-0.5
COC(=O)c1ccc(C2NCCc3cc(OC)c(OC)cc32)cc1 (stereo unspecified),0,2,-1,-16,7,46,31,15,-3,-1.8
CN=C(C)/C(C(=O)OC)=C(/O)c1ccc(Cl)cc1Cl,5,0,3,-17,2,14,3,4,12,-0.6
Cc1cccc(OCc2cc(-c3ccccc3)no2)c1C,-2,-1,6,-114,19,26,-96*,-8,-112,1.1
Cc1[nH]c2ccccc2c1C(=O)C(=O)NCCOc1ccccc1,3,9,-27,20,-6,12,11,-5,6,0.8
CCc1noc(C)c1C(=O)Nc1cc(Cl)ccc1-n1cncn1,·,·,20,·,-3,-4,-5,-3,16,-1.8
COc1c2n(C)ccc3c-2n(c(=O)c1=O)c1ccccc31,·,·,-2,·,4,2,26,-1,16,-0.1
COc1ccc(CNS(=O)(=O)c2ccc3c(c2)N(C(C)=O)CCO3)cc1,-3,-4,4,-12,14,46,12,-1,0,0.5
CCOC(=O)c1c(-c2ccc(F)cc2)csc1NC(=O)CCN1CCOCC1,2,2,-5,-6,4,15,34,4,31,-1.9
c1ccc2c(c1)NC(c1ccncc1)n1c-2nc2ccccc21 (stereo unspecified),0,0,3,-59,11,44,13,0,-20,2.4
Cc1ccc2c(c1)-c1c(cnn1CC(=O)N(CCC#N)c1ccccc1)CO2,-1,-1,3,-21,5,11,33,-3,-16,-0.2
COCCSc1ccccc1C(=O)NCCc1ccccc1,-3,-3,-19,-16,-2,8,1,4,-34,-0.3
N#CC1=C(S)N=C(N)C(c2nc(-c3ccccc3)cs2)C12CCCCC2 (stereo unspecified),-1,0,-2,-7,8,17,19,6,-37,0.8
CC1(C)Cc2c(cnn2-c2cccc(F)c2)C(NC(=O)c2csnn2)C1 (stereo unspecified),-1,6,1,-7,5,37,13,-1,-2,-0.6
FC(F)(F)c1ccc(CN2C[C@@H]3C(c4ccc(Cl)nc4)C4(c5cccnc5)CC3(C4)[C@H]2c2ccccc2)cc1 (stereo partly specified),·,·,11,·,4,-17,31,1,19,-0.1
CCCCCCOC(=O)C(C#N)c1nc2ccccc2nc1N1CCN(CC)CC1 (stereo unspecified),3,3,6,10,5,-10,-17,-1,14,-1.1
CCCc1nc2c(C)cc(C)cc2c(N)c1CC,-1,0,-4,-24,-6,2,15,1,-25,0.0
Cc1ccc(C(=O)Nc2nc(COc3ccccc3)cs2)s1,4,3,4,-49,9,-4,-16,0,-30,0.1
Cc1ccc(OCCCCNC2CCCCC2)c(C)c1,1,-3,-21,2,-4,3,19,-2,-28,-0.2
CCOC(=O)c1c(C)[nH]c(C(=O)COC(=O)c2ccncc2)c1C,-3,2,13,-11,4,9,8,11,15,0.0
O=C1C=CC(O)(c2cc(=O)c3c(O)cc(O)cc3o2)C=C1,10,1,-18,37,-91*,-93,24,-1,26,-3.1
CCCCNC(=O)C1CC(c2cccc([N+](=O)[O-])c2)=NO1 (stereo unspecified),-6,2,-1,-114,35,35,2,-5,-171,4.1
Cc1sc2ncn(CC(=O)Nc3c(F)cccc3F)c(=O)c2c1S(=O)(=O)N1CCC(C)CC1,4,2,-1,-2,-2,-2,16,7,-18,-0.2
CC1CCN(c2ccc(C(=O)NCc3ccco3)cc2[N+](=O)[O-])CC1,2,4,-14,-24,12,20,38,-10,11,0.7
C=CCN1C(=O)C(C)NC1=S (stereo unspecified),-1,-4,-1,-17,-11,-3,-7,-4,-11,-0.4
CC(C)[C@H]1C(=O)Nc2ccccc2N1C(=O)N[C@@H](Cc1ccccc1)C(=O)N[C@H](Cc1ccccc1)C(=O)O,1,-8,3,-23,-1,13,6,0,20,-0.1
CCCc1cc(=O)oc2cc(OCC(=O)NCCc3c[nH]c4ccc(OC)cc34)ccc12,-1,-1,2,-19,2,5,58,-2,4,0.1
CCC(=O)N=c1sc2cc([N+](=O)[O-])ccc2n1CCOC,2,-14,-1,12,-10,-4,25,-2,-12,0.0
# Other records:
SMILES,HSP90 inh,IEC-6 cytotox,SKKanGAS inh,KLF5 inhibitor,HSF1 inhib,HSF1 activator,AI-2 QS mod,Platelet DG rel,aSyn 5UTR inh,HIF activator
Cc1cc(NS(=O)(=O)c2ccc(NC(=O)c3ccc([N+](=O)[O-])c(Cl)c3)cc2)no1,0,-4,0,-25,4,8,45,1,-8,-0.3
Cc1c(C(=O)N2CCC(N3CCSCC3)CC2)oc2c(F)cccc12,-10,-4,2,-12,5,10,-7,-14,-9,1.4
O=C(c1cc2cc(Br)ccc2o1)N1CCCCC1,1,-3,-3,-84,24,?,16,7,-146,1.4
CC(C)(C)N1C(=O)[C@H]2[C@@H](c3ccc(Br)cc3)N3C(=O)N(c4cccc(F)c4)C(=O)[C@@]3(Cc3ccccc3)[C@H]2C1=O,·,·,2,·,5,-4,17,3,16,-0.3
CN(CC(=O)NCCc1ccc(S(N)(=O)=O)cc1)S(=O)(=O)c1ccc(Br)s1,0,-4,-1,-5,-34,-48,·,1,4,0.1
COc1ccc(NC(=O)CSc2nnnn2C2CCCCC2)cc1,-2,3,-3,4,7,34,17,0,-13,-0.1
O=C(Cn1cnc2ccccc21)c1ccccc1,-1,1,2,-33,-1,-8,19,0,-41,-7.6
N/C(=N\OC(=O)Cc1ccccc1)c1ccccc1Cl,-6,-1,10,-36,·,·,5,-7,-143,2.4
O=C1NCCCC1C(=O)N1CCN(C(=O)c2ccco2)CC1 (stereo unspecified),-4,0,-5,7,-5,-18,-1,2,8,-0.5
COc1ccc(Cc2nnc(SCC(=O)NC3(C#N)CCCCC3)n2N)cc1,·,·,-11,·,-9,-13,18,-16,-15,0.0
Oc1c(Br)cc(C2N=C(c3ccccc3)NO2)cc1Br (stereo unspecified),1,4,18,-2,0,8,41,4,-65,3.2
C=CCN1C(=O)C(Cc2ccc(Br)cc2)S/C1=N\N=C\c1ccco1 (stereo unspecified),6,7,3,-14,4,4,19,-4,-15,0.2
Cc1ccc(Cn2nnc3c(=O)n(Cc4cc(C)ccc4C)cnc32)cc1,-4,-1,-1,-22,-1,-1,26,5,30,-0.3

# Outcome played no part in choosing rows; 6% or so of the library scored in one or more.
